Compound activity: PubChem BioAssay, Sanford-Burnham Center for Chemical Genomics
APJ agonist: activates the human apelin receptor APJ | hit rate 0.11% among 330,000 | CHO-K1 APJ PathHunter beta-arrestin, luminescence; 0% DMSO wells, 100% apelin | activation, % at 20 µM | AID 2520 | P35414;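 active = activation more than six SD over the plate average, tested at 20 µM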;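 also: 0% = DMSO alone and 100% = apelin-13 at 10 nM; some results filed as inactive read as strong as hits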
Target sequence (P35414 whole entry, looked up): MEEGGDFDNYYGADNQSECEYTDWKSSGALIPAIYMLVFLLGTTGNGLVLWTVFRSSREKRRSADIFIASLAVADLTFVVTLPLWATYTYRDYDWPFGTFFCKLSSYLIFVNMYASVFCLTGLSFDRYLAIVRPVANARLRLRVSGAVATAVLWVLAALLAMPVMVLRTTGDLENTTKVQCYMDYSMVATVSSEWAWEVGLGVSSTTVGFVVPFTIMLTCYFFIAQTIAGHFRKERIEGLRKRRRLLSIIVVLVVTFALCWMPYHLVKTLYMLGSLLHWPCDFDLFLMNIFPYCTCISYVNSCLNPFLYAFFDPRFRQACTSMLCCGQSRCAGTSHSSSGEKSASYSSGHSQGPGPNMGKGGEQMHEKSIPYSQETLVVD
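Incubation: overnight seeding, 90 min compound at 25 °C, 1 h detection; test system: PathHunter CHO-K1 APJ (AGTRL-1) beta-arrestin reporter cells; amount: 1000 cells/well; doses: one dose, 20 µM compound, 1% DMSO; measured by: beta-gal luminescence; measure: agonist-driven arrestin binding to APJ; benchmarks: negative DMSO alone, positive Apelin-13 at 10 nM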
ATG4B inhibitor: inhibitors of human ATG4B cysteine protease; hit rate 0.51% among 340,000; ATG4B cleavage of LC3-PLA2, NBD-HPC fluorescence, 1 h; AID 504462; inhibition, % at 8.33 µM; in the data active = inhibition above about 40%
UBC13 polyUb: inhibitors of human UBC13 polyubiquitin chain formation; TR-FRET; hit rate 0.47% among 330,000; P61088; inhibition, % at 20 µM; in the data active = inhibition above about 45%, passing the limit was not always enough; inconclusive = no clear call, values can overlap the other calls
Target sequence (P61088 whole entry, looked up): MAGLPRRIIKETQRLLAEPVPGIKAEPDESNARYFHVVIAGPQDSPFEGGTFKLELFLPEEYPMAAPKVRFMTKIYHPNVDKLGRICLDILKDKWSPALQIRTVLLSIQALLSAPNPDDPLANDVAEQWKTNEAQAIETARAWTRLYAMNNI
APJ antag: APJ receptor antagonism; inhibition, % at 20 µM; P35414; hit rate 0.32% among 330,000; CHO-K1 APJ beta-arrestin complementation, luminescence;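 active = inhibition above about 40% at 20 µM, limit read from the data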;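 also: cells challenged with 10 nM apelin-13 agonist together with compound; plate controls were apelin-13 plus DMSO wells for no effect and DMSO wells lacking apelin-13 for full effect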
CCR6 antag: blocks CCL20-driven beta-arrestin recruitment at human CCR6; inhibition, % at 20 µM; hit rate 0.49% among 340,000; P51684; CHO-K1 CCR6 PathHunter beta-arrestin, luminescence, CCL20-stimulated;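 active = compounds whose inhibition of the agonist-driven luminescence signal at 20 µM reaches about 50%, limit read from the data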;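 also: cells stimulated with CCL20 at 14 nM final; plate controls were DMSO with CCL20 for no effect and DMSO without agonist for full effect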
Target sequence (P51684 whole entry, looked up): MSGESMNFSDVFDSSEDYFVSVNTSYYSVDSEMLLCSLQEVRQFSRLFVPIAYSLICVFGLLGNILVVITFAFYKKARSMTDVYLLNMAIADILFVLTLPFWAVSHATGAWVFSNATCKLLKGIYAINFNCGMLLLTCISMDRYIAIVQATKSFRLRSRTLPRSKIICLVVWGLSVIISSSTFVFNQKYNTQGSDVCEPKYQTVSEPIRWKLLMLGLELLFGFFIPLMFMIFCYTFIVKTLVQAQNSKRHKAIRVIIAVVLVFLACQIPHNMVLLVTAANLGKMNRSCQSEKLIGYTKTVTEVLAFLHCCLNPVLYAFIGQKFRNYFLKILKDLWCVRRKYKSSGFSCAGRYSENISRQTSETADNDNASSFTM
Gli-Sufu block: Gli-Sufu pathway antagonism. Sufu-KO-LIGHT fibroblasts, Gli luciferase reporter luminescence. inhibition, % at 5 µM. hit rate 0.74% among 340,000. AID 588413;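 active = inhibition above about 55%, limit read from the data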;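 also: 0% = DMSO-treated cells and 100% = wells with medium but no cells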
CXCR6 inh: CXCR6 (human) receptor inhibition | O00574 | CHO-K1 PathHunter CXCR6 beta-arrestin, luminescence | inhibition, % at 20 µM | hit rate 0.36% among 360,000; in the data active = inhibition above about 34%, passing the limit was not always enough;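 also: antagonist mode with CXCL16 agonist at 10 nM final; 0% = 10 nM CXCL16 with DMSO and 100% = unstimulated wells without agonist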
EBI2 antag: blocks human EBI2 receptor beta-arrestin signaling. inhibition, % at 5 µM. hit rate 0.81% among 360,000. EBI2 beta-arrestin recruitment, luminescence, 7a,25-OHC stimulated; in the data active = inhibition above about 38%;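 also: enzyme fragment complementation signal reports receptor beta-arrestin coupling in cells; 0% = agonist plus DMSO wells and 100% = wells without agonist; some results beyond the cut were filed as inactive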
Starred values were filed as active, the others as inactive; ? = inconclusive; . = no result given. Rows are unselected; overall some 3% were active at least once.

SMILES	APJ agonist	ATG4B inhibitor	UBC13 polyUb	APJ antag	CCR6 antag	Gli-Sufu block	CXCR6 inh	EBI2 antag
O=C(c1cccc(N2C(=O)C3C4C=CC(C4)C3C2=O)c1)N1CCCCCC1 (stereo not drawn)	-2	-9	7	3	11	15	-1	3
Cc1sc2ncnc(N3CCC(C(=O)NNC(=O)COc4ccc(Cl)cc4)CC3)c2c1C	.	-7	.	.	-10	-15	-7	51*
COc1ccc(NC(=O)CSCC(=O)NCc2cccc(C(F)(F)F)c2)cc1	-4	-5	0	-5	9	6	1	-3
CC1CCC(NC(=O)CCNS(=O)(=O)c2ccc3c(c2)CCC(=O)N3)CC1 (stereo not drawn)	1	0	0	-2	-7	-15	-2	-4
CCCCCCCCCCCCCCCC[n+]1ccc(C(N)=O)cc1	-3	33	89*	9	23	17	28	-20
COc1ccc(-n2cnc3cc(NCc4cccs4)ccc32)cc1	-2	7	6	-13	7	-24	2	0
CCOc1ccc2cc(S(=O)(=O)N3CCOCC3)ccc2c1	3	-3	13	10	11	2	4	9
CCSc1nnc(NC(=O)CSc2nc3c(c(=O)n2CCOC)SC(C)C3)s1 (stereo not drawn)	-2	-8	-2	4	3	10	-2	4
Cc1ccsc1/C=C(/C#N)C(=O)NCc1ccccc1	-1	-10	4	7	-3	7	1	21
COc1cc(C)ccc1OCCOCCOc1ccccc1Br	-1	5	2	11	7	13	-6	6
COCCN(C(=O)COC(=O)c1ccccc1Nc1ccccc1)c1c(N)n(Cc2ccccc2)c(=O)[nH]c1=O	-3	-8	11	11	22	5	-1	4
COc1ccc(COc2ccsc2C(=O)Nc2ccc(Cl)c(Cl)c2)cc1	-3	-4	-9	-8	9	3	-9	18
CS(=O)(=O)c1ccccc1-c1nnc(NC(=O)C2=COCCO2)o1	6	6	-6	10	0	-5	-10	-14
COC(=O)NCC(c1ccco1)N1CCN(c2ccc(OC)cc2)CC1 (stereo not drawn)	-2	-9	-8	13	4	2	2	-6
CCn1c(CC(=O)Nc2ccccc2)nnc1SCC(=O)N1CCOCC1	-8	5	-1	-5	-1	-3	-5	-1
Cc1cccc(NC(=S)N=Nc2c(O)n(C)c3ccc(S(=O)(=O)N4CCOCC4)cc23)c1	-1	-11	-32	-8	41	29	14	2
COc1ccc(NC(=S)N2N=CCC2c2ccccc2)cc1 (stereo not drawn)	1	-4	-7	7	-7	-127	-1	4
CCN(CC(=O)N1CCCCCC1)S(=O)(=O)c1ccc(Cl)cc1	-6	8	-7	9	-9	19	-3	-3
COCCNCc1nc2sc(C)c(-c3ccccc3)c2c(=O)[nH]1	1	-3	-17	-12	0	9	13	1
c1ccc(C2(CN3CCNC[C@H]3Cc3cccc4ccccc34)CC2)cc1	-2	3	59*	13	15	-5	6	-17
CC(OC(=O)C1=NNC(=O)CC1)C(=O)Nc1ncc(Cl)cc1Cl (stereo not drawn)	-4	3	-11	5	1	0	8	-1
COc1ccc(C(C(=O)NC(C)C)N(C(=O)CCC(=O)Nc2nccs2)c2ccccc2F)cc1 (stereo not drawn)	-1	-4	-4	8	11	5	-4	-2
COc1ccc(CN(C(=O)c2oc3ccccc3c2C)C2CCS(=O)(=O)C2)cc1 (stereo not drawn)	-4	3	4	8	-8	6	-1	6
O=c1[nH][nH]c(=O)c(Cl)c1Cl	.	2	.	.	-11	1	0	6
CCCCCCCC(=O)Oc1ccc(C(=O)Nc2cc(C)on2)cc1	2	2	2	-28	1	-9	-10	7
CCN1CCN(C(=O)CCc2ccc(S(=O)(=O)NCCc3ccccc3)cc2)CC1	-4	2	-3	1	5	11	1	0
COc1cccc(C(=O)N(Cc2ccc3c(c2)OCO3)Cc2nc3ccccc3c(=O)[nH]2)c1	2	-6	-1	19	4	-12	13	0
CN(C)c1ccc(C=C2C(=O)OC3(CCCC3)OC2=O)cc1	10	2	-43	9	-12	12	13	-10
CC(C)(C)N(Cc1ccccc1)C(=O)COC(=O)c1ccc(N2CCCC2=O)cc1	-1	-4	-4	6	0	9	8	11
CC(OC(=O)CNC(=O)c1ccc2c(c1)OCO2)C(=O)NCCC1=CCCCC1 (stereo not drawn)	-1	-2	2	10	37	4	-8	1
CN(C)Cc1ccc(CNC(=O)c2ccc(Cl)c(S(=O)(=O)NC3CC3)c2)cc1	-1	-11	-11	-54	8	14	-3	-2
CCN/C=C(\C#N)S(=O)(=O)c1ccc(Br)cc1	-3	-3	1	17	6	6	-3	-10
CCCCCC(=O)Nc1ccc2oc(-c3cccnc3)nc2c1	-3	-3	19	12	-16	-14	-1	5
O=[N+]([O-])c1nn(-c2ccc3c(c2)OCCO3)n(O)c1=Nc1ccccc1	6	6	-13	-2	24	.	1	-1
COC(=O)N/N=C/c1cn(Cc2ccccc2F)c2ccccc12	-5	16	7	4	11	4	3	0
CCOC(=O)CNC(=O)CSc1ncnc2c1cnn2-c1ccccc1	3	-11	9	-12	-14	0	-4	-26
O=C1CCC(C(=O)N2CCCC2)CN1CCc1cccc(F)c1 (stereo not drawn)	-3	-5	2	-9	-15	9	3	1
CCCc1cc(=O)[nH]c2nnc(SCC(=O)N3CC(C)OC(C)C3)n12 (stereo not drawn)	0	-6	5	-11	3	-6	-4	0
COc1ccc(CNC(=O)CCSc2nc(-c3ccc4c(c3)OCO4)cc(C(F)(F)F)n2)cc1	-4	-7	?	9	8	6	12	14
O=C(OCCCc1cc2ccccc2c(=O)o1)N1CCOCC1	-2	-6	-16	-2	0	-3	-8	-5

Reprinted from the part before: 2 compounds, followed by the next part.
SMILES	APJ agonist	ATG4B inhibitor	UBC13 polyUb	APJ antag	CCR6 antag	Gli-Sufu block	CXCR6 inh	EBI2 antag
COc1ccc(CNC(=O)CCSc2nc(-c3ccc4c(c3)OCO4)cc(C(F)(F)F)n2)cc1	-4	-7	?	9	8	6	12	14
O=C(OCCCc1cc2ccccc2c(=O)o1)N1CCOCC1	-2	-6	-16	-2	0	-3	-8	-5
COC(=O)C1=C(C)N(Cc2ccccc2)C(=NCc2ccccc2)N[C@H]1c1ccccc1	-5	4	32	27	10	18	9	-14
COc1ccccc1N(C(=O)CNC(=O)c1ccco1)C(C(=O)NC1CCCC1)c1ccco1 (stereo not drawn)	-6	1	1	6	13	1	4	-20
C=CCN1C(=O)c2ccc(C(=O)N(C)CC(=O)Nc3cccc(F)c3)cc2C1=O	-5	7	5	6	-2	9	-4	4
Cc1ccc(/C=N/Nc2ncc(Cl)cc2Cl)s1	-4	0	-2	1	22	-64	-4	6
Cc1cc(C(=O)N2CCCC(N3CCN(c4cccc(C(F)(F)F)c4)CC3)C2)nn1C (stereo not drawn)	-1	8	3	-5	2	17	1	-15
Brc1ccc(-c2ccccc2)cc1	-3	2	-23	-7	7	18	-11	2
Cc1ccc(-n2c(SCc3nnc4n3CCC4)nnc2-c2ccccc2)cc1	2	-10	3	7	2	-1	4	-2
COc1ccc(S(=O)(=O)Nc2ccc(F)c(F)c2)cc1C(=O)N1CCOCC1	-3	2	-3	6	9	22	-6	-5
COC(=O)CCSCC(=O)Nc1cc(C)on1	-1	8	8	4	13	17	3	-2
COC(=O)C1=C(C)N(CC2CC2)C(=NCc2cc(OC)c(OC)c(OC)c2)N[C@H]1c1ccccc1	-6	3	4	0	-4	12	6	-4
O=C(O)C1CCCN1C1=NS(=O)(=O)c2ccccc21 (stereo not drawn)	0	4	-4	-3	0	6	-8	6
CCc1ccc(N(C(=O)CNC(=O)c2ccco2)C(C(=O)NC2CCCC2)c2cccnc2)cc1 (stereo not drawn)	-3	-5	-2	-15	16	14	-7	1
CCCCN(C)Cc1c(C)[nH]c2c(Cl)cccc2c1=O	-1	-1	3	7	0	11	8	-1
CCCn1nnc(NC(=O)Cc2ccc(Cl)cc2)n1	2	-3	-10	4	-2	-1	-6	-9
COc1cc(C(=S)N2CCOCC2)cc(OC)c1OC(=O)c1cc([N+](=O)[O-])c(C)c([N+](=O)[O-])c1	6	-11	-16	-9	-10	6	-2	28
O=C1CC(N2CCN(S(=O)(=O)c3ccccc3F)CC2)C(=O)N1c1ccccc1F (stereo not drawn)	.	-13	.	.	7	-2	-4	-8
CCc1ccccc1NC(=O)[C@@H]1CCC(=O)N1C1OC(=O)c2ccccc21 (stereo partly drawn)	-3	-10	-6	8	7	5	-5	0
C/C(=N/OC(=O)c1ccc(F)cc1)c1ccc(C)cc1	-2	-5	5	11	10	-6	10	10
Fc1cccc(Nc2ncnc3[nH]ncc23)c1	-4	-6	10	3	-3	-7	-6	2
CC(C)(C)N(CC#CCC(O)(c1ccccc1)c1ccccc1)CCO	-3	-8	6	4	10	8	-6	13
COc1cccc(-c2nc(CS(=O)(=O)CC(=O)Nc3ccccc3Cl)c(C)o2)c1	-4	14	0	9	16	12	5	8
O=C1CCCN1CCC1CCN(C2CC(=O)N(c3ccc(Cl)cc3)C2=O)CC1 (stereo not drawn)	3	-3	3	3	-1	-4	0	3
CC(=O)c1cccc(NC(=O)c2ccc(N(Cc3ccc(C)cc3)S(C)(=O)=O)cc2)c1	3	-12	10	8	5	16	5	-7
COc1cccc(NC(=O)CSc2nccn2-c2cccc(OC)c2)c1	-2	-3	4	-4	9	5	1	-4
CCCCc1cc(=O)oc2c(C)c(OCC(=O)N3CCC(C(=O)O)(c4ccccc4)CC3)ccc12	0	-13	-12	-58	5	-4	6	-6
O=C(CSc1n[nH]c(=O)n1-c1ccccc1)N1CCOCC1	-1	2	0	6	-8	53	6	-8
CCn1c(-c2ccccc2)c(C(=O)O)c2ccccc21	-2	0	-1	-14	-13	-3	-2	-10

Structures listed so far that contain a Cl atom, in the order listed:
SMILES	APJ agonist	ATG4B inhibitor	UBC13 polyUb	APJ antag	CCR6 antag	Gli-Sufu block	CXCR6 inh	EBI2 antag
Cc1sc2ncnc(N3CCC(C(=O)NNC(=O)COc4ccc(Cl)cc4)CC3)c2c1C	.	-7	.	.	-10	-15	-7	51*
COc1ccc(COc2ccsc2C(=O)Nc2ccc(Cl)c(Cl)c2)cc1	-3	-4	-9	-8	9	3	-9	18
CCN(CC(=O)N1CCCCCC1)S(=O)(=O)c1ccc(Cl)cc1	-6	8	-7	9	-9	19	-3	-3
CC(OC(=O)C1=NNC(=O)CC1)C(=O)Nc1ncc(Cl)cc1Cl (stereo not drawn)	-4	3	-11	5	1	0	8	-1
O=c1[nH][nH]c(=O)c(Cl)c1Cl	.	2	.	.	-11	1	0	6
CN(C)Cc1ccc(CNC(=O)c2ccc(Cl)c(S(=O)(=O)NC3CC3)c2)cc1	-1	-11	-11	-54	8	14	-3	-2
Cc1ccc(/C=N/Nc2ncc(Cl)cc2Cl)s1	-4	0	-2	1	22	-64	-4	6
CCCCN(C)Cc1c(C)[nH]c2c(Cl)cccc2c1=O	-1	-1	3	7	0	11	8	-1
CCCn1nnc(NC(=O)Cc2ccc(Cl)cc2)n1	2	-3	-10	4	-2	-1	-6	-9
COc1cccc(-c2nc(CS(=O)(=O)CC(=O)Nc3ccccc3Cl)c(C)o2)c1	-4	14	0	9	16	12	5	8
O=C1CCCN1CCC1CCN(C2CC(=O)N(c3ccc(Cl)cc3)C2=O)CC1 (stereo not drawn)	3	-3	3	3	-1	-4	0	3
